# Compound activity from PubChem BioAssay.
# EPAC2 ag – qHTS for Agonist of cAMP-regulated guanine nucleotide exchange factor 4 (EPAC2): primary screen | Rap guanine nucleotide exchange factor 4 (Homo sapiens), Q8WZA2 | EPAC2 activation, biochemical qHTS; response scale: 100% = 6.5 mM cAMP response | Potency, µM (top dose mostly 154 µM), without a hit: at the top dose activation, hits mostly activators | hit rate 0.079% among 360,000 | AID 720711, 2013; also: potency is read from the fitted curve at half-maximal effect; nearly all actives have a fitted effect of over 50% in size
# Target sequence (Q8WZA2 whole entry, looked up): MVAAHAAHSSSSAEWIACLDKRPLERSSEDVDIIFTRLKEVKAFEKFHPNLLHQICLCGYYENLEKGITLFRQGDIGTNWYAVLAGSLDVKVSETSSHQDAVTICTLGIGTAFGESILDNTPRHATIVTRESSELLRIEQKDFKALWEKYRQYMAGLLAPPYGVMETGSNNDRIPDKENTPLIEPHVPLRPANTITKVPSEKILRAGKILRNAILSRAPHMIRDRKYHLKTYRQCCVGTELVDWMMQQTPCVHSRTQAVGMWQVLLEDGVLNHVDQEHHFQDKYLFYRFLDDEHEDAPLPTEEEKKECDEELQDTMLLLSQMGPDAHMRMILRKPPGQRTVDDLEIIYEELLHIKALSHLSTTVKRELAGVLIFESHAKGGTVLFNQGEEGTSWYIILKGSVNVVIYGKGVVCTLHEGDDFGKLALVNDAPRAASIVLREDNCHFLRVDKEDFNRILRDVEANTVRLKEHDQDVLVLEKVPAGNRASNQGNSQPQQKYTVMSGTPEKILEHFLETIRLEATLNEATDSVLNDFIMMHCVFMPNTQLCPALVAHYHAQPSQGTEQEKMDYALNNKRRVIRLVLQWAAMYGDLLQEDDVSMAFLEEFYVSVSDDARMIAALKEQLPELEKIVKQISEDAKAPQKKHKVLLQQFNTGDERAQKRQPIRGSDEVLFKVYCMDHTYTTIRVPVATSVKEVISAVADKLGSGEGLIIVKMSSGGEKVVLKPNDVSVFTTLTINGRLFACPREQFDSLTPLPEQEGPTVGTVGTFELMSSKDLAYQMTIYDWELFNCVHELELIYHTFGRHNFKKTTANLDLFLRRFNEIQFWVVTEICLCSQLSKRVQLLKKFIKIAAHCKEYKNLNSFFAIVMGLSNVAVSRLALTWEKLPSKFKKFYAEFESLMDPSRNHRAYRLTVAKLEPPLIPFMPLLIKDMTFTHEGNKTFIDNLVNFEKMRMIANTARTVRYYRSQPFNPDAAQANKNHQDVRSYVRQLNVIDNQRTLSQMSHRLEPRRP
#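 In this primary screen, activation is scored as increased exchange of BODIPY-GDP from Rap1B by 100 nM EPAC2, with 50 uM GDP as competitor. Signal is normalized to the 6.5 mM cAMP agonist control.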
# FUS yeast rescue – qHTS for Suppressors of FUS Proteinopathy: Primary screen using FUS-linked yeast assay; Potency, µM (top dose mostly 76.6 µM), for inactives: top-dose growth rescue (activation), most hits filed as activators; S. cerevisiae FUS-expressing, growth rescue, OD600, 24 h; hit rate 0.24% among 390,000;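 also: potency is read from the fitted curve at half-maximal effect; plate controls were DMSO vehicle for no effect and reference control for full effect; nearly all actives have a fitted effect of over 55% in size; some results filed as inactive show a strong effect at the top dose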
#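 Restored growth of FUS-toxic S. cerevisiae, read as 600 nm absorbance after 24 h at 30C in galactose medium (starting OD 0.005). Controls CP55940 and DMSO.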
# D3 ag – qHTS of D3 Dopamine Receptor Agonist: qHTS; D(3) dopamine receptor (Homo sapiens), P35462; D3R DiscoveRx beta-arrestin cells, luminescence, 90 min; max activation, %; hit rate 0.58% among 410,000; in the data active = max activation above about 30%; also: 0% is about no effect; mostly tested at two doses, the higher about 12 µM
#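 Agonist-mode cell screen: cells plated at 1500/well and incubated overnight at 37 °C, then exposed to library compounds for 90 min at 37 °C. Detection reagent was added for 30–60 min at room temperature, and luminescence was read.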
# EPAC2 antagonist – qHTS for Antagonist of cAMP-regulated guanine nucleotide exchange factor 2 (EPAC2): primary screen. Rap guanine nucleotide exchange factor 4 (Homo sapiens), Q8WZA2. Potency, µM (series often up to 114 µM), for the others: top-dose activity, negative = inhibition, hits mostly inhibitors. hit rate 0.18% among 360,000. AID 720708, 2013. EPAC2 GEF exchange of Rap1B-BODIPY-GDP, fluorescence; also: potency is read from the fitted curve at half-maximal effect; % is scaled to controls: 0 for no effect and ±100 for the full control effect; nearly all actives have a fitted effect of over 45% in size; many of its hits are not listed in these tables
# aSyn rescue – qHTS of alpha-syn Inhibitors; hit rate 0.14% among 370,000; Potency, µM (titrated, usually from 46.1 µM), for inactives: at the top dose growth rescue (activation), actives largely listed as activators; Yeast expressing alpha-synuclein, growth rescue, BacTiter-Glo, 24 h; also: potency is read from the fitted curve at half-maximal effect; % of control where 0% means no effect; nearly all actives have a fitted effect of over 65% in size
#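 Readout is rescue of growth in alpha-synuclein-expressing yeast, so inhibitors of toxicity appear as activators. Growth after 24 hr at 30 deg C in galactose medium is quantified by luminescence.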
# Abeta rescue – qHTS for compounds that reverse cellular toxicity of Amyloid beta (A-beta) peptide in yeast: Primary Screen; Potency, µM (top dose mostly 46.1 µM), for inactives: top-dose growth rescue, actives largely listed as activators; AID 1347071, 2019; hit rate 0.063% among 410,000; yeast expressing A-beta42, growth rescue, OD600, 48 h; response scale: 0% DMSO, 100% iron-clioquinol control; also: potency is read from the fitted curve at half-maximal effect; nearly all actives have a fitted effect of over 55% in size
#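 Yeast A-beta toxicity model in growth medium with pinned compounds, 48 h at 30 C; growth read as absorbance at 600 nm. Normalized to FeCl3/clioquinol equimolar mix (positive) and DMSO (negative).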
# TDP43 rescue – qHTS of TDP-43 Inhibitors; TDP-43 expressing yeast growth rescue, BacTiter-Glo, 24 h; hit rate 1.8% among 410,000; Potency, µM (top dose mostly 46.1 µM), for inactives: at the top dose growth rescue (activation), usual class: activators; also: potency is read from the fitted curve at half-maximal effect; % of control where 0% means no effect; nearly all actives have a fitted effect of over 50% in size
#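 Cell-based yeast growth screen: TDP-43 expression induced in galactose, inoculum OD600=0.02 after raffinose pregrowth to mid-log. Read-out BacTiter-Glo luminescence at 24 hr, 30 deg C; inhibition of toxicity seen as signal increase.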
# D3 antag – qHTS of D3 Dopamine Receptor Antagonist: qHTS; D(3) dopamine receptor (Homo sapiens), P35462; D3R cells, DiscoveRx beta-arrestin luminescence, antagonist mode; stronger effect = lower value; max response, negative = inhibition, %; hit rate 2.5% among 360,000; AID 652054, 2013; in the data active = max response below about -50%; inconclusive = no clear call, values can overlap the other calls; also: % is scaled to controls: 0 for no effect and ±100 for the full control effect; mostly tested at two doses, the higher about 12 µM
#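 Cells plated overnight at 1500 cells/well, then exposed to library compounds with dopamine controls for 90 minutes at 37 degrees C. DiscoveRx reagent added for 30–60 minutes at room temperature; luminescence read, quantitative HTS format.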
# * = called active by the depositor; ? = inconclusive; · = not tested or not shown; [ ] = dose if it differs, or a comment. Unless noted, calls follow the shape of the dose curve; as a rule, active = well fitted curve in the direction sought with a large enough effect; inconclusive = small, poorly fitted or top-dose-only effect, or another doubt; inactive = no such curve, though single readings can be large; an effect the other way counts as inactive or inconclusive.
1) Cc1ccc(OCCNC(=O)C2CC(=O)N(c3ccc(C)cc3)C2)cc1 (stereo unspecified)
2) CCc1cc2c(cc3c(=O)n(CC(=O)N4CCC(C)CC4)nc(CC)n32)s1
3) COc1ccccc1NC(=O)Cn1c(=O)n(CCc2c[nH]c3ccccc23)c(=O)c2cccnc21
4) O=C(CN1CCN(Cc2ccccc2)CC1)N/N=C/C=C/c1ccco1
5) CCCn1c(C)cc(=O)c2cc(NC(=O)c3ccccn3)ccc21
6) CCOC(=O)/C(C#N)=C1/C=CN(c2ccccc2)C=N1
7) COc1cc(C2C3C(=O)N(Cc4ccccc4)C(=O)C3ON2c2ccccc2)cc(OC)c1OC (stereo unspecified)
8) CCn1c(SCC(=O)Nc2ccc(OC)cc2)nnc1-c1ccco1

compound no.,1,2,3,4,5,6,7,8
EPAC2 ag,-1%,·,12%,1%,-28%,4%,-4%,-2%
FUS yeast rescue,·,28%,23%,·,-8%,-13%,?,4%
D3 ag,-2,19,4,-4,5,2,-4,-1
EPAC2 antagonist,-1%,·,-6%,0%,0%,3%,-9%,2%
aSyn rescue,-2%,·,4%,-3%,0%,-1%,2%,4%
Abeta rescue,-5%,-30%,5%,14%,19%,8%,-1%,4%
TDP43 rescue,14%,-6%,41%,13%,-1%,12%,-9%,8%
D3 antag,45,·,32,-26,?,34,-27,-12

9) Cc1ccccc1S(=O)(=O)Cc1ccc(C(=O)N2CCN(c3cccc(C)c3C)CC2)o1
10) CCOc1ccc(Oc2nc(NCC(C)C)nc(OC)n2)nn1
11) CC(C)CCNC(=O)c1ccc(Cn2c(SCC(N)=O)nc3ccccc3c2=O)cc1
12) COc1ccc(NC(=O)CSc2nnc(C3CC3)n2C)cc1
13) O=C(COC(=O)C1CCN(S(=O)(=O)c2ccccc2)CC1)NCCc1ccccc1
14) COc1ccc(-c2noc(-c3ccc(NCc4cccnc4)c([N+](=O)[O-])c3)n2)cc1OC
15) CCC1(O)C(=O)OCc2c1cc1n(c2=O)Cc2cc3cc(O)ccc3nc2-1 (stereo unspecified)
16) CC(C)Nc1nc(-c2ccccc2)nnc1-c1ccccc1

compound no.,9,10,11,12,13,14,15,16
EPAC2 ag,12%,1%,·,2%,4%,·,20%,-1%
FUS yeast rescue,?,3%,-22%,8%,24%,11%,-1%,-22%
D3 ag,27,-1,2,3,2,13,-24,-1
EPAC2 antagonist,-6%,-2%,·,12%,-11%,·,1%,?
aSyn rescue,?,1%,1%,-3%,9%,·,-6%,5%
Abeta rescue,-4%,6%,-9%,-21%,-11%,-15%,-12%,8%
TDP43 rescue,?,10%,17%,?,16%,7%,0%,21%
D3 antag,-3,12,·,0,8,·,-19,0

17) COc1ccc(F)cc1S(=O)(=O)Nc1ccc2c(c1)OCO2
18) COc1ccccc1NC(=O)C1=C(C)Nc2nc(-c3cccnc3)nn2C1c1ccccn1 (stereo unspecified)
19) O=C1NC(c2cccc(Cl)c2)Oc2ccccc21 (stereo unspecified)
20) CCOC(=O)N1CCC(NC(=O)CSCc2nc(-c3sccc3C)oc2C)CC1
21) CCC(=O)N1c2ccc(S(=O)(=O)NCc3ccccc3)cc2CC1C (stereo unspecified)
22) COC(=O)c1sccc1S(=O)(=O)Nc1ccc(N2CCCCC2)cc1
23) O=C(NCc1ccccn1)C(=O)Nc1cc2c3c(c1)CC(=O)N3CCC2
24) NS(=O)(=O)c1ccc(CCNC(=O)COC(=O)C2COc3ccccc3O2)cc1 (stereo unspecified)

compound no.,17,18,19,20,21,22,23,24
EPAC2 ag,8%,7%,-6%,14%,2%,13%,-3%,7%
FUS yeast rescue,18%,-34%,5%,11%,1%,-9%,6%,16%
D3 ag,-3,-1,1,1,-1,11,4,7
EPAC2 antagonist,-1%,10%,6%,0%,-1%,-11%,15%,-7%
aSyn rescue,0%,5%,0%,1%,?,0%,6%,1%[1.84 µM]
Abeta rescue,-5%,-10%,11%,-17%,6%,-5%,4%,-2%
TDP43 rescue,-8%,-7%,?,-6%,9%,8%,22%,0%
D3 antag,-20,24,-15,-10,3,11,22,-13

25) CCCCN1C=CC(=C2N=c3cccc([N+](=O)[O-])c3=N2)C=C1
26) COc1ccc(N2CCN(C(=O)CSc3ccccc3)CC2)cc1
27) O=C1c2ccc(Br)cc2C(=O)N1c1ccc(Cl)cn1
28) Cc1ccccc1-c1nc(S(=O)(=O)c2ccc(Cl)cc2)c(NCCN2CCOCC2)o1
29) COc1ccc2c(CC(=O)NC3CCCc4ccccc43)coc2c1 (stereo unspecified)
30) Cc1cc(Cl)ccc1C(=O)C1CCCN(C(=O)CCn2cnnn2)C1 (stereo unspecified)
31) C=CCNC(=O)C(=O)NN=C1CCN(C)CC1
32) COc1cccc(S(=O)(=O)N(C)C[C@@H]2OCc3cnnn3CCCC(=O)N([C@@H](C)CO)C[C@@H]2C)c1

compound no.,25,26,27,28,29,30,31,32
EPAC2 ag,-1%,8%,8%,8%,15%,9%,9%,0%
FUS yeast rescue,·,-16%,?,22%,27%,-11%,-12%,-6%
D3 ag,-10,8,-3,-24,-6,-1,9,-4
EPAC2 antagonist,10%,-8%,-1%,-13%,-3%,0%,5%,-2%
aSyn rescue,1%,-2%,3%,3%,13%,1%,3%,3%
Abeta rescue,-16%,4%,-3%,3%,3%,-8%,5%,0%
TDP43 rescue,11%,-9%,6%,-1%,28%,0%,-6%,10%
D3 antag,?,10,14,?,-18,9,14,-10

# 2 entries from above, as tab-separated lines.
nr	Molecule	EPAC2 ag	FUS yeast rescue	D3 ag	EPAC2 antagonist	aSyn rescue	Abeta rescue	TDP43 rescue	D3 antag
29	COc1ccc2c(CC(=O)NC3CCCc4ccccc43)coc2c1 (stereo unspecified)	15%	27%	-6	-3%	13%	3%	28%	-18
27	O=C1c2ccc(Br)cc2C(=O)N1c1ccc(Cl)cn1	8%	?	-3	-1%	3%	-3%	6%	14

# Following part
33) C[C@H](CO)N1C[C@H](C)[C@@H](CN(C)Cc2ccc(C(=O)O)cc2)Oc2ccc(NS(C)(=O)=O)cc2C1=O
34) CNC(=S)N/N=C/c1cn(CCOc2ccc(OC)cc2)c2ccccc12
35) COc1cccc(-c2noc(C3CCCN(C(=O)CC(C)(C)C)C3)n2)c1 (stereo unspecified)
36) CC(=O)c1ccc(NC(=O)CSc2nc(C3CC3)nc3ccccc23)cc1
37) CCCCn1c(CN2CCN(c3ccc(OC)cc3)CC2)nc2c1c(=O)[nH]c(=O)n2C
38) Cc1ccc(NC(=O)CSc2nnc(CNC(=O)c3ccccc3F)o2)cc1
39) NC(=O)C1(N2CCCC2)CCN(Cc2ccccc2)CC1
40) N#Cc1ccc(-c2cccs2)nc1SCc1c(F)cccc1Cl

compound no.,33,34,35,36,37,38,39,40
EPAC2 ag,2%,-10%,10%,12%,·,6%,-2%,·
FUS yeast rescue,4%,24%,12%,39%,-13%,6%,·,-12%
D3 ag,13,3,0,-14,-5,-11,-19,-13
EPAC2 antagonist,-8%,-10%,-13%,-7%,·,-13%,-10%,·
aSyn rescue,3%,1%,-4%,-3%,·,-8%,0%,·
Abeta rescue,8%,?,-7%,-14%,-16%,-4%,0%,-17%
TDP43 rescue,23%,?,?,-21%,-3%,-14%,-8%,2%
D3 antag,-5,-10,-6,-1,·,2,-14,·

41) COC(=O)c1ccc(Cl)cc1NC(=O)N(Cc1ccc(OC)cc1)C1CCN(C(C)=O)CC1
42) CN(C)CCNC(C(=O)Nc1cccc(C(F)(F)F)c1)c1ccccc1 (stereo unspecified)
43) COc1ccccc1NC(=O)CSc1nc(O)cc(=O)n1C
44) CC(=O)Nc1ccc(Nc2cc(C)c3ccccc3n2)cc1
45) COc1ccc(N(CC(=O)NCc2ccc(Cl)cc2)S(=O)(=O)c2c(C)nn(C)c2C)cc1
46) Cc1ccccc1C(=O)NC(C)C(c1cccs1)N1CCOCC1 (stereo unspecified)
47) COc1cccc(NC(=O)CN2C(=O)COc3ccc(S(=O)(=O)N4CCC(C)CC4)cc32)c1
48) CCn1cc(C2N3CC4(C)CN2CC(C)(C3)C4=O)c2ccccc21 (stereo unspecified)

compound no.,41,42,43,44,45,46,47,48
EPAC2 ag,·,-2%,10%,-2%,2%,7%,8%,9%
FUS yeast rescue,?,-24%,?,-5%,?,-21%,18%,-17%
D3 ag,9,-5,5,14,4,3,-5,-1
EPAC2 antagonist,·,-1%,-3%,-3%,-10%,10%,-17%,1%
aSyn rescue,·,2%,3%,7%,7%,-4%,0%,0%
Abeta rescue,5%,-1%,7%,-26%,5%,-3%,·,-23%
TDP43 rescue,18%,-10%,-6%,-7%,19%,?,-2%,7%
D3 antag,·,-3,-14,10,5,-2,-21,-19

49) CC1=CC(C)C(C(=O)O)C(C(=O)N2CCN(C)CC2)C1 (stereo unspecified)
50) Nc1nncn1C(=O)c1c(Cl)cccc1Cl
51) O=[N+]([O-])c1ccc(C[n+]2cccc3ccccc32)cc1
52) CC1CCCCN1S(=O)(=O)c1cccc2nonc12 (stereo unspecified)

compound no.,49,50,51,52
EPAC2 ag,0%,0%,0%,0%
FUS yeast rescue,-2%,7%,8%,-5%
D3 ag,10,6,4,-8
EPAC2 antagonist,?,7%,11%,0%
aSyn rescue,5%,-2%,-1%,1%
Abeta rescue,2%,15%,-3%,5%
TDP43 rescue,7%,-6%,8%,10%
D3 antag,5,-2,6,0

# Filtered by structure: the compounds so far containing a nitro group on carbon (3)
14) COc1ccc(-c2noc(-c3ccc(NCc4cccnc4)c([N+](=O)[O-])c3)n2)cc1OC
25) CCCCN1C=CC(=C2N=c3cccc([N+](=O)[O-])c3=N2)C=C1
51) O=[N+]([O-])c1ccc(C[n+]2cccc3ccccc32)cc1

compound no.,14,25,51
EPAC2 ag,·,-1%,0%
FUS yeast rescue,11%,·,8%
D3 ag,13,-10,4
EPAC2 antagonist,·,10%,11%
aSyn rescue,·,1%,-1%
Abeta rescue,-15%,-16%,-3%
TDP43 rescue,7%,11%,8%
D3 antag,·,?,6

# Not all compounds are listed (hit frequency here may not be typical).
